# NPY1 pot ag = NPY-Y1 receptor potentiators or agonists, primary screen, cell-based; Neuropeptide Y receptor type 1 (Homo sapiens), P25929; NPY-Y1 expressing cells, potentiator/agonist activation; activation, % at 3.6 µM; 220,000 tested, 0.37% active; AID 1304, 2008; in the data active = activation above about 33%, passing the limit was not always enough;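 note: cells stimulated with NPY at EC10 then isoproterenol at EC100; 0% = low agonist plus stimulus and 100% = saturating agonist plus stimulus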
# Target sequence (P25929 whole entry, looked up): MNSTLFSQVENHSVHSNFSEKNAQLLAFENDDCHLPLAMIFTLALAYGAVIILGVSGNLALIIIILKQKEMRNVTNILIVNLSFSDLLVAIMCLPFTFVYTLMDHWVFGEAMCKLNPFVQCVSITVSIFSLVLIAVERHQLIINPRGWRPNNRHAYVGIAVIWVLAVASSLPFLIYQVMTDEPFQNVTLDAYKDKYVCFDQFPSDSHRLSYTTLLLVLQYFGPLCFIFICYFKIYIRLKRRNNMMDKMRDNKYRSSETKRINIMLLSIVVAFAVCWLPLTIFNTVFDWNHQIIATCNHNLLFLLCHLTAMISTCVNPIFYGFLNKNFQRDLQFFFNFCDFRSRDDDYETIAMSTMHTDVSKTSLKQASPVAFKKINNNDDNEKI
# NPY-Y1 antag = NPY-Y1 receptor antagonists, primary screen, cell-based. HEK293-CNG Y1 cells, membrane potential fluorescence; NPY at EC95, then isoproterenol. 200,000 tested, 1% active. inhibition, % at 3.6 µM. Neuropeptide Y receptor type 1 (Homo sapiens), P25929;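 active = inhibition above the campaign mean inhibition of all tested compounds plus 3 SD, cut at about 20% in these data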;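 note: 0% = DMSO wells given NPY plus isoproterenol and 100% = isoproterenol alone without NPY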
#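 Material: HEK293 Y1/CNG channel cell line | Also added: NPY (25 nM), isoproterenol (1 µM), Ro 20-1724 (25 µM) | Compound: One concentration, 3.6 µM, in 0.4% DMSO | Schedule: 3 h dye uptake, 1 h room-temperature compound, 45 min post-isoproterenol | Signal: Membrane-potential fluorescent dye readout | Read-out: % inhibition of NPY effect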
# MDM2 E3 inh = MDM2-luciferase reporter signal enhancers, primary screen, MDM2 E3 ligase inhibitor project, cell-based, luminescence, 1536-well; E3 ubiquitin-protein ligase Mdm2 (Homo sapiens), Q00987; cell-based MDM2 ubiquitination luciferase reporter, 2 h; 0 = plate control, 100 = twice control, blank-subtracted; signal enhancement, % at 5 µM; 210,000 tested, 0.11% active; AID 1230, 2008;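 active = signal enhancement of 30% or more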;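 note: luminescence tracks abundance of the self-degrading MDM2-luciferase fusion protein; higher signal means inhibition of MDM2 E3 ligase activity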
#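 Material: Stable MDM2–luciferase fusion reporter cells | Amount: 2000 cells seeded into each well | Dosing: One concentration, 5 µM, with 0.2% DMSO | Incubation: 4 h cell settling then 2 h compound exposure, 37 °C | Measured by: Luciferase luminescence | Read-out basis: % enhancement relative to plate controls after blank subtraction | Benchmarks: Control and blank well means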
# Hck Nef HTS = inhibitors of Nef-activated human Hck kinase, primary screen, biochemical, Z-Lyte FRET, 384-well, Hck-YEEI; 220,000 tested, 0.68% active; inhibition, % at 20 µM; Recombinant Hck-YEEI plus Nef, Z-Lyte FRET kinase assay; AID 463187, 2010;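 active = Hck-Nef kinase inhibition above about 50%, limit read from the data; inactive = inhibition below that limit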;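 note: 0% = DMSO with Hck plus Nef and 100% = Hck alone without Nef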
# Runt-SMMHC FRET = inhibitors of RUNX1 Runt–CBFb-SMMHC binding, primary screen, biochemical, FRET, Cerulean-Runt, Venus-CBFb-SMMHC, uHTS; Runt-related transcription factor 1 (Homo sapiens) + Core-binding factor subunit beta …; 220,000 tested, 0.74% active; inhibition, % at 20 µM; Cerulean-Runt/Venus-CBFb-SMMHC FRET ratio 530/480, 1 h;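 active = mean inhibition across duplicate retests at 20 µM reaching about 50%, limit read from the data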;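 note: 0% = DMSO wells and 100% = wells with excess untagged CBFb-SMMHC; inhibitors lower the FRET ratio by blocking Runt binding to CBFb-SMMHC; some results filed as inactive read as strong as hits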
# Target sequence (Q01196 whole entry, looked up): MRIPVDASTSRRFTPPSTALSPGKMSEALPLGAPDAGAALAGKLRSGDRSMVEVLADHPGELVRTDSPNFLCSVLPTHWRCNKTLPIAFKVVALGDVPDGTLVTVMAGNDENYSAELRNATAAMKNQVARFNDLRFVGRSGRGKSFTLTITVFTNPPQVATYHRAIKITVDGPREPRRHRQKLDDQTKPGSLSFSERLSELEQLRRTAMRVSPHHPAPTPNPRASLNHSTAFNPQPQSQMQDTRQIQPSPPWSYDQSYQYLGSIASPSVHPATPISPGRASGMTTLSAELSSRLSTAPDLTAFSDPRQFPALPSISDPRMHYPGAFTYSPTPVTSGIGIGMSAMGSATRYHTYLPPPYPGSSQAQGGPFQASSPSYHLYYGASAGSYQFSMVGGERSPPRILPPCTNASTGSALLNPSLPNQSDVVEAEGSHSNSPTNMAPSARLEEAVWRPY
# Target sequence (Q13951 whole entry, looked up): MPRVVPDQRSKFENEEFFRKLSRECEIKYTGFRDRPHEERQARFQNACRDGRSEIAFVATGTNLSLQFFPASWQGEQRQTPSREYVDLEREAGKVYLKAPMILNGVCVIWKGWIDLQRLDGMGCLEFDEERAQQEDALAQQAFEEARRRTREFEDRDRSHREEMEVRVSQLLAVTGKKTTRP
# RBBP9 inhibitor = human RBBP9 inhibitors, primary screen, biochemical, fluorescence polarization, FP-Rh probe, HTS. Serine hydrolase RBBP9 (Homo sapiens), O75884. recombinant RBBP9. inhibition, % at 7.94 µM. 220,000 tested, 0.2% active;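 active = inhibition above the campaign mean of all tested compounds plus 3 SD, cut at about 14% in these data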;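 note: plate controls were DMSO wells with RBBP9 for no effect and wells lacking RBBP9 protein for full effect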
#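 System: RBBP9 protein / Buffer or medium: Tris/NaCl buffer pH 8.0 with 0.1% Pluronic / Probe or stimulus: Serine-hydrolase probe FP-Rh, 375 nM pre-mixing / Dosing: 7.94 µM single dose, 0.794% DMSO / Times: enzyme-compound preincubation 30 min, then probe labeling 45 min, 25 °C / Technique: fluorescence polarization (mP), excitation 525 nm, emission 598 nm / Replication: singlicate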
# NPY2 pot ag = NPY-Y2 potentiators or agonists, primary screen, cell-based; 220,000 tested, 0.45% active; Neuropeptide Y receptor type 2 (Homo sapiens), P49146; cells expressing NPY-Y2, potentiator/agonist read-out; activation, % at 3.6 µM; AID 1359, 2008; in the data active = activation above about 27%;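 note: cells stimulated with NPY near EC25 plus isoproterenol at EC100; 0% = vehicle plus submaximal agonist and 100% = vehicle plus saturating agonist; some results beyond the cut were filed as inactive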
# p97 ATPase inh = inhibitors of human p97 ATPase, primary screen, biochemical; Transitional endoplasmic reticulum ATPase (Homo sapiens), P55072; recombinant p97 ATPase, Kinase-Glo ATP luminescence, 3 h; inhibition, % at 8 µM; 220,000 tested, 0.42% active; AID 1481, 2009; in the data active = inhibition above about 15%;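 note: 0% = DMSO vehicle and 100% = wells lacking enzyme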
# Runt-CBFb FRET = inhibitors of RUNX1 Runt–CBFb binding, primary screen, biochemical, FRET, Cerulean-Runt, Venus-CBFb, uHTS; Runt-related transcription factor 1 (Homo sapiens) + Core-binding factor subunit beta …; Cerulean-Runt/Venus-CBFb FRET ratio 530/480, 1 h; inhibition, % at 20 µM; 220,000 tested, 0.46% active; AID 1496, 2009;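 active = inhibition over about 50% at 20 µM in the single-dose screen, limit read from the data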;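 note: 0% = DMSO wells and 100% = excess unlabeled CBFb competitor control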
#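 Buffer or medium: Tris pH 7.5 buffer with BSA. Assay system: Cerulean-labeled Runt domain protein. Amount: each fluorescent fusion protein 100 nM. Read-out basis: loss of energy transfer signal. Incubation: 1 h compound exposure, room temperature. Probe or stimulus: Venus-CBFb binding partner, 100 nM. Detection: FRET, excitation 422 nm, emission at 530 and 480 nm.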
# Active calls of the source: *; . = not tested or not shown.
SMILES,NPY1 pot ag,NPY-Y1 antag,MDM2 E3 inh,Hck Nef HTS,Runt-SMMHC FRET,RBBP9 inhibitor,NPY2 pot ag,p97 ATPase inh,Runt-CBFb FRET
COc1cccc(C(=O)N(Cc2nc(-c3ccc(C)cc3)no2)C(C)C)c1,-27,18,-1,6,1,0,-45,-9,-2
CCO/C(C)=N/n1c2nc3ccccc3nc2c2c(=O)n(CC(C)C)c(C)nc21,7,-6,-17,1,3,4,0,6,0
NC(=O)CSc1nc2ccccc2n1Cc1ccccc1F,7,-6,-8,7,1,2,7,2,1
CCC(=O)N1CC2(CC(c3cccc(NC(=O)CC(c4ccccc4)c4ccccc4)c3)=NO2)C[C@H]1C(N)=O (some centres undefined),.,.,-6,23,-1,.,.,.,3
NC(=O)Nc1ccc(Oc2ncc(C(F)(F)F)cc2Cl)cc1,-23,6,-9,14,2,-7,-4,1,0
CC(=O)Nc1ccccc1C(=O)N1CC(C)OC(C)C1 (centres undefined),-7,-5,-16,-1,2,-7,-5,-3,0
Cc1ccc(S(=O)(=O)NCCSCc2ccccc2)cc1,-29,16,-16,1,-2,-3,-31,-1,.
c1ccc(Cn2nnc3c(N4CCc5ccccc54)ncnc32)cc1,-3,-2,1,6,0,-4,4,2,-1
CCOC(=O)C1=C(C)N=C2SC(C(=O)OC)=CC(=O)N2C1c1cc(OC)c(OC)c(OC)c1 (centres undefined),-3,3,-8,0,-2,-3,13,3,-7
Nc1nnc(CC(=O)N/N=C/c2ccc(-c3ccc(Cl)cc3Cl)o2)s1,-9,.,.,28,3,0,-16,-3,1
COc1ccccc1OCc1ccc(C(=O)n2nc(C)c(Cl)c2C)o1,-21,6,-16,2,0,-13,-7,-2,-2
Cc1cccc(-c2cnn(-c3cccc([N+](=O)[O-])c3)c2N)c1,14,0,21,-10,2,-5,7,5,-2
COc1ccc(C[C@@H]2CN3C(=NC[C@@H]3Cc3ccc(O)cc3)N2C[C@H](C)NC(=O)CCC2CCCCC2)cc1,.,.,-9,17,-1,.,.,.,2
COC(=O)CNC(=O)COC(=O)c1cc(SC)ccc1Cl,12,1,-6,18,1,-4,1,0,0
CCn1c(C)cc(/C=C2\NC(=O)N(Cc3ccc(Cl)cc3)C2=O)c1C,-4,-3,8,6,4,-3,2,3,-1
O=C(CCn1c(=S)oc2ccccc21)Nc1cccc(O)c1,-7,11,-12,-5,13,-4,0,-3,-14
COC(=O)C1C2C=CC3(CN(C4CCCC4)C(=O)C13)O2 (centres undefined),-6,-2,2,-1,-1,-2,2,2,-1
CC(=O)Nc1ccc(NC(=O)C(C)OC(=O)C2CCN(S(=O)(=O)c3cccs3)CC2)cc1 (centres undefined),4,.,-7,13,2,-11,-1,3,1
COC(=O)c1sc(N2C(=O)C(O)=C(C(=O)c3ccc(C)o3)C2c2ccc(F)cc2)nc1C (centres undefined),-11,5,-19,0,15,-2,4,4,2
CC(=O)c1cccc(NS(=O)(=O)N2CCCCC2)c1,-4,1,3,1,-1,-7,0,3,2
Cc1cccc(NC(=S)NC2CC3CCCC(C2)N3Cc2ccccc2)c1C (centres undefined),-19,7,2,20,-5,3,-17,1,2
O=C(NCCCN1CCOCC1)c1sc2cc(Cl)ccc2c1Cl,2,7,-1,17,0,-8,-11,-1,1
O=C1c2ccccc2C2(c3ccccc3)NCCCN12 (centres undefined),1,7,-8,22,-1,-3,-5,-2,2
CC(=O)NC1(c2cccc(F)c2)CCN(CC(=O)NC(C)C)CC1,7,-6,-14,0,2,-2,-3,1,-1
CC(C)c1nnc(NC(=O)CCC(=O)Nc2ccccc2)s1,9,.,-6,-9,0,5,-15,7,-1

# Continuation:
SMILES,NPY1 pot ag,NPY-Y1 antag,MDM2 E3 inh,Hck Nef HTS,Runt-SMMHC FRET,RBBP9 inhibitor,NPY2 pot ag,p97 ATPase inh,Runt-CBFb FRET
COC(=O)C(Nc1ccccc1Cl)(c1cc(C)c(O)c(C)c1)C(F)(F)F (centres undefined),12,-2,-16,4,1,-4,-5,3,0
C/C(=N\NC(=O)c1ccncc1)c1ccc(N(C)C)cc1,16,7,3,-6,-7,-4,-1,-1,-1
O=C1OCC2=C1C(c1ccc(F)cc1)c1cc3c(cc1N2)OCCO3 (centres undefined),7,13,-8,14,-2,-8,-2,1,-1
CCOC(=O)c1ccc(NC(=O)CCS(=O)(=O)c2ccc(Br)s2)cc1,-6,5,-2,1,0,-6,-17,-1,1
Cc1cc(C(=O)NCCc2ccccc2)ccc1[N+](=O)[O-],-8,0,-15,3,-3,-3,4,8,1
C=CCNC(=O)COC(=O)c1cc(S(=O)(=O)N2CCCCC2)ccc1Cl,0,4,-31,26,2,-5,4,0,1
CCCC(=O)OC1CC(C)N(C(=O)c2ccccc2)c2ccc(C)cc21 (centres undefined),-12,9,-9,9,2,-9,1,-2,-5
CC1(C)N=C(/C=N/O)C=[N+]1[O-],-3,1,-8,2,-5,1,-3,1,1
O=C(CCNS(=O)(=O)c1c(Cl)cccc1Cl)OCC(=O)c1ccccc1,2,1,5,-1,-3,-3,9,3,-2
CCOC(=O)c1ccc(NS(=O)(=O)N2CCCCCC2)cc1,-29,-8,4,0,1,-1,4,-2,-1
Cc1cccc2sc(NC(=O)CSCc3ccccc3)nc12,-51,11,-7,0,-1,-7,-32,-7,-2
Cc1nc2cc(NC(=O)NC(C)(C)C)ccc2n1C,4,1,-4,23,-3,-10,-16,-2,1
CCC(C)Nc1cc(C)nc2ncnn12 (centres undefined),5,3,-4,17,3,-7,2,6,-1
CN1CC2(C)OC(=O)C(Cl)=C2CC1c1ccccc1 (centres undefined),-5,0,-4,4,4,-10,-11,1,-3
COc1ccc(S(=O)(=O)NCc2ccccn2)cc1,-29,9,-10,2,4,-2,-1,3,0
COc1ccc(-n2nc(C(=O)NCC(=O)NCc3ccco3)c3ccccc3c2=O)cc1,-26,-4,-1,0,-1,-8,-7,1,4
O=C(CSCc1ccc(Cl)cc1)N/N=C/c1ccc(Cl)cc1Cl,0,1,4,3,0,-4,2,5,-8
COC(=O)c1ccc(Oc2c(Cl)cccc2[N+](=O)[O-])cc1,-11,2,3,1,0,1,6,3,-1
Cc1ccc(NC(=S)NC(=O)c2c(-c3ccccc3Cl)noc2C)cc1,-22,-7,-5,2,-1,-10,1,1,1
Cc1cc(N2CCCC2=O)cc(C)c1S(=O)(=O)NCCOc1ccccc1,4,-1,-13,1,0,-7,17,-2,-1
CN(CCc1ccccn1)C(=O)CCC1CCCN(C(=O)NC2CCCCC2)C1 (centres undefined),-1,3,-8,4,0,-5,17,7,1
C=CCN1C(=O)C(O)(CC(=O)c2ccc(N)cc2)c2ccccc21 (centres undefined),8,3,-14,-8,-5,1,-7,1,-2
CNC(=O)COC(=O)CCC(=O)c1cccs1,-10,-2,-4,-12,0,-3,-2,2,0
CSCCc1nc(SCC(=O)Nc2nnc(C)s2)[nH]c1C,-19,3,-16,1,-2,-9,-1,-1,0
COCCOC(=O)c1c(C)n(C)c2ccc(OC(=O)c3ccco3)cc12,-11,5,-15,1,0,-6,1,0,3

# (list continues)
SMILES,NPY1 pot ag,NPY-Y1 antag,MDM2 E3 inh,Hck Nef HTS,Runt-SMMHC FRET,RBBP9 inhibitor,NPY2 pot ag,p97 ATPase inh,Runt-CBFb FRET
Cc1ccc(C2c3c(oc4ccccc4c3=O)C(=O)N2c2nnc(C(C)C)s2)o1 (centres undefined),-2,1,-23,-4,3,-4,5,2,-2
O=C(c1ccc(Br)o1)N1CCN=C1SCc1cccnc1,8,4,0,0,-4,0,17,4,1
CC1=CC2=NC(=O)/C(=C/c3cccs3)C(=N)N2O1,19,.,-5,-14,-1,-1,8,0,0
CCCN(CCC)C(=O)c1c(C)[nH]c(C(=O)OCC)c1C,-11,2,-15,11,-5,-4,-4,-1,0
O=C(Cc1ccc(-n2c(=O)[nH]c3ccccc3c2=O)cc1)N1CCN(c2cccc(Cl)c2)CC1,13,-4,-4,-1,-1,-10,7,4,-1
CC1CCC2(CC1)SCC(=O)N2c1ccccc1 (centres undefined),-2,0,-9,8,0,0,0,-6,-3
NS(=O)(=O)c1ccc(-n2nc(C(=O)O)cc2-c2ccc(Cl)cc2)cc1,2,10,-2,19,0,-8,-6,2,-1
CCn1c(SCC(=O)Nc2ccc(C)cc2)nc2nc3c(cc2c1=O)COC(C)(C)C3,11,.,-22,13,19,7,6,11,-4
COc1ccc(C(c2nnnn2C2CCCC2)N2CCC(C)CC2)c(OC)c1 (centres undefined),-20,2,-3,-1,-3,-6,-7,-7,0
CCCCC1CCC(C(=O)NCc2ccc3c(c2)OCO3)CC1 (centres undefined),2,-1,-12,-2,-1,-1,-1,0,1
CN(C(=O)CSc1ncnc2scc(-c3ccccc3)c12)C1CCS(=O)(=O)C1 (centres undefined),4,7,-9,19,-2,1,-3,5,0
COC(=O)c1c(C(=O)NCc2ccccc2)ncn1CC(O)COc1ccccc1 (centres undefined),6,-2,-26,3,1,-1,5,1,0
C#CC[N+]1(CC#Cc2cccc3ccccc23)CCOCC1,2,3,-6,17,0,-3,-10,3,1
CC(=O)Nc1ccc(S(=O)(=O)Nc2ccc(Cl)nn2)cc1,14,0,4,-23,-1,-1,-7,6,2
